Bioassay records as filed in PubChem.
Hep lipid drop – modulators of hepatic lipid droplet formation. inhibition, % at 6.5 µM. AML12 mouse hepatocytes, oleate lipid droplets, BODIPY imaging. 0.4% of 240,000 active. AID 1656;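 active = lipid droplet intensity inhibited by at least 50%, with more than 500 cells counted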
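Technique: fluorescence imaging, 20x objective, two fields per well / Assay system: AML12 hepatocytes (mouse) / Measure: % inhibition of lipid droplet signal / Doses: 6.5 µM single-point dosing / Incubation: overnight exposure / Reagent: 100 µM oleic acid challenge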
Hep lipid drop cells 6.5 µM – further read-out of Hep lipid drop, marked with its call; cell count; measured here: cell count, cytotoxicity flag;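 cells counted across two imaged fields per well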
* = called active by the depositor. Some of the compounds tested (hit frequency here may not be typical).

SMILES	Hep lipid drop	Hep lipid drop cells 6.5 µM
COC(=O)C1=C(C)N(CCCC(=O)O)C(=O)NC1c1ccc(C(F)(F)F)cc1 (configuration not stated)	-9	762
O=C(CNC(=O)c1cccnc1)N/N=C/c1cccnc1	4	408
CCc1sc(C(=O)N2CCCN(C)CC2)cc1Br	23	703
CCOC(=O)N1CCC(NC(=O)c2ccc3c(c2)N=C(C)c2c(C)ccc(C)c2S3)CC1	-254	319
COc1ccccc1CCNC(=O)CC1C(=O)NCCN1CCCc1ccccc1 (configuration not stated)	-16	863
Cn1c(=O)c(C(=O)NCCc2ccc(Cl)cc2)c(O)c2ccccc21	-1	801
COCCC(=O)N1CCC(Oc2ccc(C(=O)NCc3csc(C)n3)cc2)CC1	-7	761
O=C(Cc1ccccc1F)NC1CCSc2ccccc21 (configuration not stated)	-1	854
C/C(=N\Nc1ccc(Cl)c(C(=O)O)c1)c1ccc(N2CCOCC2)cc1	-6	838
CN(C(=O)c1cccc(OC2CCN(S(=O)(=O)N(C)C)CC2)c1)C1CCOC1 (configuration not stated)	-4	673
CC12CCC(C(=O)N(CCCCN3CCN(c4ccccn4)CC3)C1=O)C2(C)C (configuration not stated)	-5	792
O=C(O)c1cc(S(=O)(=O)N(Cc2ccccc2)c2ccc(Cl)cc2)ccc1Cl	-7	800
Cc1ccc(OCC(=O)NCCCNC(=O)COc2ccc(C)cc2)cc1	-10	811
O=C1C(=O)N(CCCN2CCOCC2)C(c2ccc(Cl)cc2)/C1=C(\O)c1ccc2c(c1)OCCO2 (configuration not stated)	-25	704
O=C(NCCCNC(=O)c1ccccn1)c1ccc(F)cc1	-3	821
Cc1c(C)n(C)c2ccc(C(=O)NCCCN(C)C3CCCCC3)cc12	-29	737
COc1ccc(/C=C(\NC(=O)c2ccc(C)cc2)C(=O)NCCCN2CCOCC2)cc1OC	-5	750
CC(C)(C)NC(=O)CN(C(=O)CCC(=O)Nc1nccs1)c1cccc(C(F)(F)F)c1	-7	788
O=C(O)c1ccc(N2CCCS2(=O)=O)cc1	-6	786
CC(C)c1ccc(NC(=O)C2CCN(S(=O)(=O)c3ccc4c(c3)NC(=O)CO4)CC2)cc1	-14	650
CCN(CC)C(=O)COc1coc(CN2CCN(c3ccc(F)cc3)CC2)cc1=O	-5	709
Cc1ccc(S(=O)(=O)N2CCN(S(=O)(=O)N3CCC(C)CC3)CC2)cc1C	0	806
CSc1nsc(SCC(=O)NCc2ccc(C)cc2)n1	-1	814
Cn1nnnc1SCCNC(=O)C1CCC(=O)N(CCc2cccc(F)c2)C1 (configuration not stated)	8	775
Cc1ccc(NC(=O)CCS(=O)(=O)c2cc3c(cc2Cl)NC(=O)CO3)cc1	5	713

As a working copy, part of the list above:
SMILES	Hep lipid drop	Hep lipid drop cells 6.5 µM
Cn1c(=O)c(C(=O)NCCc2ccc(Cl)cc2)c(O)c2ccccc21	-1	801
COCCC(=O)N1CCC(Oc2ccc(C(=O)NCc3csc(C)n3)cc2)CC1	-7	761
O=C(Cc1ccccc1F)NC1CCSc2ccccc21 (configuration not stated)	-1	854
C/C(=N\Nc1ccc(Cl)c(C(=O)O)c1)c1ccc(N2CCOCC2)cc1	-6	838
CN(C(=O)c1cccc(OC2CCN(S(=O)(=O)N(C)C)CC2)c1)C1CCOC1 (configuration not stated)	-4	673
CC12CCC(C(=O)N(CCCCN3CCN(c4ccccn4)CC3)C1=O)C2(C)C (configuration not stated)	-5	792
O=C(O)c1cc(S(=O)(=O)N(Cc2ccccc2)c2ccc(Cl)cc2)ccc1Cl	-7	800

Returning to the listing, starting six compounds before the break.
SMILES	Hep lipid drop	Hep lipid drop cells 6.5 µM
CC(C)c1ccc(NC(=O)C2CCN(S(=O)(=O)c3ccc4c(c3)NC(=O)CO4)CC2)cc1	-14	650
CCN(CC)C(=O)COc1coc(CN2CCN(c3ccc(F)cc3)CC2)cc1=O	-5	709
Cc1ccc(S(=O)(=O)N2CCN(S(=O)(=O)N3CCC(C)CC3)CC2)cc1C	0	806
CSc1nsc(SCC(=O)NCc2ccc(C)cc2)n1	-1	814
Cn1nnnc1SCCNC(=O)C1CCC(=O)N(CCc2cccc(F)c2)C1 (configuration not stated)	8	775
Cc1ccc(NC(=O)CCS(=O)(=O)c2cc3c(cc2Cl)NC(=O)CO3)cc1	5	713
CN(C)CCCn1cnc2c1c(=O)[nH]c(=O)n2Cc1ccccc1	8	836
CCCN(C(=O)CCNC(=O)Cn1cnc2ccccc2c1=O)c1cccc(C)c1	-3	783
COc1cc(NC(=O)CCn2c(=S)oc3ccccc32)cc(OC)c1OC	-23	678
Cc1ccc(NC(=O)CN(C)C2CCCCC2)cc1Cl	13	842
CCCn1cc(SCC(=O)NC2CCCC2)c2ccccc21	-16	858
CCOc1cc(/C=N/NC(=O)c2ccccn2)ccc1OC(=O)c1ccc(F)cc1	-14	669
CCn1cc(C(=O)O)c(=O)c2cc(F)c(N3CCN(C(=S)NC(=O)c4cc(OC)cc(OC)c4)CC3)cc21	0	755
CCOc1ccccc1N1CCN(C(=O)c2ccccc2SCC(=O)N2CCCC2)CC1	-17	820
CSCCC(NC(=O)c1ccccc1)C(=O)NNC(=O)c1csc(N2CCOCC2)n1 (configuration not stated)	-10	801
COc1ccc(NC(=O)c2cn(C)c(=O)c3cc(OC)c(OC)cc23)cc1OC	2	752
CCN(CC)S(=O)(=O)c1ccc(C(=O)N2CCN(c3ncccn3)CC2)cc1	-2	785
O=C(CCN1C(=O)/C(=C/c2ccccc2)SC1=S)NCCc1ccc(O)cc1	-8	733
COc1cccc(CNS(=O)(=O)c2ccc(S(=O)(=O)NC3CC3)cc2)c1	80*	847*
O=C(O)COc1ccc(/C=C/c2nc(-c3ccccc3O)n[nH]2)cc1	-7	805
CC1(C)C(=O)NCCN1C(=O)CC1C(=O)NCCN1Cc1cccc(C(F)(F)F)c1 (configuration not stated)	-4	685
C=CCn1cc(C(=O)N2CCN(CC)CC2)c(=O)c2cc(S(=O)(=O)N(CC)CC)ccc21	-9	861
COc1ccccc1CNS(=O)(=O)c1cc(-c2cc(C)no2)ccc1C(C)C	-21	693
COc1ccc(CN2CC(C(=O)N3CC(C)CC(C)C3)CC2=O)cc1 (configuration not stated)	4	677
C=CCSc1nc(N)c2c3c(sc2n1)CN(C)CC3	-1	837
CCN(CC)CCN1C(=O)C2C(C(=O)Nc3cc(C)cc(C)c3)C3C=CC2(O3)C1C(=O)NC1CCCCC1 (configuration not stated)	-2	800
O=C(NCCCn1cccn1)C1CCC(=O)N(CCc2ccccc2)C1 (configuration not stated)	19	748
O=C(c1cccs1)N1CCCC(N2CCN(c3ccc(F)cc3)CC2)C1 (configuration not stated)	-2	721
Cc1cc2oc(=O)cc(CN3CCOCC3)c2cc1C(C)C	-16	714
COc1cccc(NC(=O)c2ccc3c(c2)C(=O)N(CC2CCCO2)C3=O)c1 (configuration not stated)	-77	746
O=C(NNc1c(F)c(F)cc(F)c1F)c1ccc(Cl)nc1	-1	781

Remaining list, next part
SMILES	Hep lipid drop	Hep lipid drop cells 6.5 µM
COc1ccc(OCC(=O)OC(C)CN2CCCCC2)cc1 (configuration not stated)	-14	795
COc1ccc(N2CCN(C(c3cccs3)C(C)NC(=O)C(=O)N3CCCC3)CC2)cc1 (configuration not stated)	0	746
Cc1cc(C)c2c(n1)SCC(=O)N2CC(=O)Nc1ccc(F)cc1	-1	756
CC(=O)N1CCN(c2ccc(NC(=O)c3ccccc3Cl)cc2)CC1	-4	760
CCc1ccc(CN2CCN(c3ncccn3)CC2)cc1	6	825
C=CCOc1ccc(Br)cc1/C=C1\NC(=S)N(C(C)=O)C1=O	-1	761
Nc1ccc(S(=O)(=O)Nc2nccc(/C=C/c3ccc(Cl)cc3)n2)cc1	7	805
CSCC(C)N1CCC(n2nccc2NC(=O)CCCc2ccccc2)CC1 (configuration not stated)	-27	709
COc1ccc(NC(=O)c2sc3ncnc(N4CCN(c5ccccn5)CC4)c3c2C)cc1Cl	-24	610
COc1ccc2ccccc2c1/C=N/NC(=O)c1ccc([N+](=O)[O-])cc1	12	720
CCc1cc(=O)oc2cc(C)cc(OC(C)C(=O)NCc3ccncc3)c12 (configuration not stated)	-5	722
O=C(/C=C/c1ccco1)NC(=S)Nc1ccccc1Br	-5	850
CCOc1ccc(NC(=O)CCC(=O)N/N=C2\CCCc3ccccc32)cc1	-30	651
CCN(CC)c1ccc(/C=N/NC(=O)c2cc3ccccc3[nH]2)cc1	2	805
O=C1CN(C(=O)NCCC(=O)NC2CCCCC2)c2ccccc2N1	-12	644
COc1cccc(C2c3[nH]c4ccccc4c3C[C@H]3C(=O)N(c4ccccc4C(=O)N4CCC(C(=O)O)CC4)C(=O)N23)c1 (some centres not stated)	-16	781
COc1ccc(OC)c(C2C(C(=O)c3ccco3)=C(O)C(=O)N2Cc2cccnc2)c1 (configuration not stated)	2	834
CC12CCC(=O)N1C(C(=O)Nc1cc(Cl)ccc1N1CCOCC1)CS2 (configuration not stated)	-8	778
O=C(O)c1c(C(=O)O)c(-c2ccc(Br)cc2)n2c1CSC2	8	429
Cc1cccc(OCCn2ccnc2)c1	6	798
O=C(Nc1ccc(CN2CCOCC2)cc1)c1cc(Br)ccc1Cl	7	831
COc1cccc(N2CCN(C(=O)CCc3nnc4ccc(N5CCCC5)nn34)CC2)c1	-6	668
Cc1csc(NC(=O)Cc2ccc(Br)cc2)n1	-4	760
O=C(Nc1cccc(NC(=O)c2cccnc2)c1)c1ccccc1	20	728
O=[N+]([O-])c1ccc2c(c1)Nc1nc3ccccc3nc1N2	8	819

Some of the entries so far, with values under each structure:
Values run as follows: Hep lipid drop	Hep lipid drop cells 6.5 µM
- CN(C)CCCn1cnc2c1c(=O)[nH]c(=O)n2Cc1ccccc1
 : 8	836
- O=C(/C=C/c1ccco1)NC(=S)Nc1ccccc1Br
 : -5	850
- O=C(O)COc1ccc(/C=C/c2nc(-c3ccccc3O)n[nH]2)cc1
 : -7	805

Following part.
SMILES	Hep lipid drop	Hep lipid drop cells 6.5 µM
CCCn1cnnc1CNC(=O)C1CCC(=O)N(CCc2cccc(F)c2)C1 (configuration not stated)	-2	839
CC[C@@]1(c2ccccc2C)C(=O)N(C(=O)OC)N1C(=O)OC	-7	763
Cc1ccc(CNC(=O)CCn2ccc3cc(S(=O)(=O)N4CCCC4)ccc32)cc1	-20	673
CC(C)(O)[C@H]1Cc2cc3ccc(=O)oc3cc2O1	-1	814
Cc1ccc2[nH]c(CNC(=O)C3CCCCC3)cc2c1	11	850
Cc1cccc(OCC(=O)N(Cc2ccc(F)cc2)C2CCS(=O)(=O)C2)c1C (configuration not stated)	-7	726
CN(C)c1ccc(C2(c3ccc(N(C)C)cc3)OC(=O)c3cc(N)ccc32)cc1	4	816
COCCNC(=O)c1oc2ccc3c(c2c1C)C(O)CC(C)(C)O3 (configuration not stated)	4	848
Cc1ccc(-c2nn(-c3ccccc3)cc2C(=O)NCCCN2CCOCC2)cc1	-16	654
Cc1cc2c(cc1S(=O)(=O)NCc1ccc(Cl)cc1)OCC(=O)N2	2	802
O=C(C1CCCCCC1)N1CC[C@@H](N2CCC(O)CC2)[C@H](O)C1	2	796
CCOc1ccc(S(=O)(=O)NCCC(=O)Nc2cccc(C(=O)OC)c2)cc1	-2	803
COc1ccc(CNC(=O)C(OC(=O)c2ccco2)c2ccccc2)cc1 (configuration not stated)	-6	847
Cc1ccc([C@@H]2[C@@H]3C(=O)N(C)C(=O)[C@@H]3[C@]3(C)C(=O)N(CC4CC4)CC(=O)N23)o1	13	809
CCOC(=O)/C(C#N)=C/c1c(N2CCN(C)CC2)nc2c(C)cccn2c1=O	15	809
CN(Cc1ccco1)S(=O)(=O)c1ccc(CN2C(=O)c3cccnc3C2=O)s1	-2	738
Cc1cc(=O)oc2c(C)c3occc3cc12	1	809
C/C(=N\NC(=O)c1cc(O)ccc1O)c1cccc(NC(=O)c2cccc(Cl)c2)c1	-42	618
CC1CCN(C(=O)C(=O)c2cn(CC(=O)N3CCCC3)c3ccccc23)CC1	28	702
COc1ccc(S(=O)(=O)NCC(=O)N(CC(=O)NCC2CCCO2)Cc2ccc(F)cc2)cc1 (configuration not stated)	16	825
O=C(Nc1ccon1)Nc1cc(Cl)ccc1Cl	14	820
CN(CC1CCCN(CCc2ccc(Cl)cc2)C1)C(=O)c1ccco1 (configuration not stated)	10	686
O=C(c1cc(COc2cccc3cnccc23)on1)N1CCC(c2ccccc2Cl)C1 (configuration not stated)	-21	726
O=C(CN(Cc1ccc(Cl)cc1)C(=O)c1csnn1)NCc1ccccc1	-16	778
COc1cccc(NC(=O)CSc2ccc(-c3sc(C)nc3C)nn2)c1	11	860

Entries of single compounds, quoted from the list:
CCCN(C(=O)CCNC(=O)Cn1cnc2ccccc2c1=O)c1cccc(C)c1 in the list: Hep lipid drop = -3; Hep lipid drop cells 6.5 µM = 783
CCc1ccc(CN2CCN(c3ncccn3)CC2)cc1 in the list: Hep lipid drop = 6; Hep lipid drop cells 6.5 µM = 825

More results
SMILES	Hep lipid drop	Hep lipid drop cells 6.5 µM
Nc1nonc1-n1nnc(C(=O)N/N=C/c2cccnc2)c1-c1ccccc1	5	741
COc1ccc(CNC(=O)CN(c2ccc(C(C)C)cc2)S(=O)(=O)c2c(C)noc2C)cc1	-4	698
O=C(NCCS(=O)(=O)c1ccc(Br)cc1)c1ccc(F)cc1	-1	791
Cc1ccc(Br)cc1S(=O)(=O)Nc1cccnc1	3	782
COc1ccc(CCNC(=O)c2noc(C(C)C)c2[N+](=O)[O-])cc1OC	-1	411
CCc1nnc(NC(=O)C2CC(=O)N(CCc3ccc(F)cc3)C2)s1 (configuration not stated)	-10	723
O=C(Nc1ccc(Br)cc1)c1ccc2c(c1)OCO2	0	846
Cn1ncc(Cl)c1C(=O)Nc1nnc(C2CC2)s1	4	634
Cc1[nH]c2ccccc2c1/C=N/NC(=O)CNC(=O)Cc1ccccc1	1	667
CC(C)NC(=O)COc1coc(CN2CCN(c3ccccc3)CC2)cc1=O	6	659
COc1ccc(S(=O)(=O)Nc2c(O)c3ccccc3oc2=O)cc1	2	796
COc1ccc(OCCn2ccnc2C)cc1	5	813
CCC1CN(C(=O)N2CCC(C(=O)NCc3ccco3)CC2)c2ccccc2O1 (configuration not stated)	-3	629
